# BH1578 lux ind = quorum light induction in luxS cqsA deficient V. cholerae; V. cholerae BH1578 lux reporter, luminescence, 6 h; activation, % at 18.7 µM; 350,000 tested, 0.16% active; in the data active means activation mostly above about 9.7%, no sharp cut-off; further: not every result past the cut was called active; inactives centre near 0; reference of the scale not given here
# Mtb FBA inh = Mtb fructose-bisphosphate aldolase inhibition | P9WQA3 | purified M. tuberculosis FBA, fluorescence read-out | inhibition, % at 1 µM | 360,000 tested, 2.3% active; in the data active means inhibition above about 27%;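 further: 0% = vehicle and 100% = reference inhibitor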
# Target sequence (P9WQA3 whole entry, looked up): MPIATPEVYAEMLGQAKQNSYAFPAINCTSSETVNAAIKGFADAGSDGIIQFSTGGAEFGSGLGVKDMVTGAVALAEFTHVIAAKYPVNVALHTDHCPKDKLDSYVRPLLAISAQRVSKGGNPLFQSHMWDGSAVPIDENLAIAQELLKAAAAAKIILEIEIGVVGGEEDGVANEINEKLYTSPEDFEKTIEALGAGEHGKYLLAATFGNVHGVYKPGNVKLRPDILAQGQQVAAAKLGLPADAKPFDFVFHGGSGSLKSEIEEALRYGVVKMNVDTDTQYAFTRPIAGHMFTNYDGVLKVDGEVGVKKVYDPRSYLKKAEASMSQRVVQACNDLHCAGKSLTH
# Rv3671c protease = inhibitors of M. tuberculosis serine protease Rv3671c; P9WHR9; inhibition, % at 5.96 µM; 320,000 tested, 0.048% active; in the data active means inhibition above about 38%;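 further: extracellular domain of Rv3671c used as enzyme; 0% = enzyme with DMSO and 100% = no enzyme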
# Target sequence (P9WHR9 whole entry, looked up, the tested form may be a part): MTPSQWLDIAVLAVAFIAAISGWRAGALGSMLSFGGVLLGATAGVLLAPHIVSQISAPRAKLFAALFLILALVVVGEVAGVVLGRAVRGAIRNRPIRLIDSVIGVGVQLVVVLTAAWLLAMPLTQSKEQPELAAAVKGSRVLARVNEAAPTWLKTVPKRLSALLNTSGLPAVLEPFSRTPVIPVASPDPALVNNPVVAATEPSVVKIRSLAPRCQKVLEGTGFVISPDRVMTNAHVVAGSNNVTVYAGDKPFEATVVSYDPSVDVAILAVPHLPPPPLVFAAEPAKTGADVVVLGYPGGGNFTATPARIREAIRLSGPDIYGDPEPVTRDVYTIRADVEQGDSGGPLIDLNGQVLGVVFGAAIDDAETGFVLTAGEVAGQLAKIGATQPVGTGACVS
# MazEF act = MazEF (E. coli) toxin RNase activation; P0AE70; FAM/BHQ RNA-DNA oligo cleavage fluorescence, 5 h; activation, % at 20 µM; 350,000 tested, 0.32% active; AID 504720; in the data active means activation above about 50%
# Target sequence (P0AE70 whole entry, looked up): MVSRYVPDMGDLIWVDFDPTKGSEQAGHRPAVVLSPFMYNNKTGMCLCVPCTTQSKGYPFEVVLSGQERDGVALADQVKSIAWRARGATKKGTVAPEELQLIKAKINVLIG
# SARS 3CLpro inh = SARS-CoV 3CLpro protease inhibition; P0C6X7; recombinant SARS-CoV 3CLpro, quenched FRET peptide cleavage; inhibition, % at 6 µM; 290,000 tested, 0.14% active; in the data active means inhibition above about 12%
# SSB-PriA inh = inhibitors of Klebsiella pneumoniae PriA binding to SSB C-terminal tail; 430,000 tested, 0.6% active; inhibition, % at 33 µM; AlphaScreen SSBct-PriA binding, biotinylated peptide; in the data active means inhibition mostly above about 37%, no sharp cut-off; inactive means mostly below about 20%;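 further: plate controls were negative control peptide for no effect and reference peptide for full effect; strong numbers were not always called active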
# GDH-TPI inh = inhibits GDH-TPI coupling enzymes, artifact for Mtb FBA screen | inhibition, % at 4.8 µM | AID 588335 | GDH-TPI coupled enzyme counterscreen, NADH absorbance | 360,000 tested, 1.2% active; in the data active means inhibition above about 30%;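 further: 0% = DMSO wells and 100% = wells lacking the enzyme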
# VHR inh abs = blocks human VHR1 dual specificity phosphatase. 290,000 tested, 0.52% active. P51452. AID 1654. inhibition, % at 13.3 µM. recombinant VHR phosphatase, pNPP absorbance; in the data active means inhibition above about 50%; further: some compounds called inactive have numbers as strong as hits
# Mtb UGM inh = inhibitors of M. tuberculosis UDP-galactopyranose mutase; P9WIQ1; purified UGM, fluorescence polarization probe displacement; inhibition, % at 10 µM; 320,000 tested, 0.06% active; in the data active means inhibition above about 10%, passing the limit was not always enough
# BioA inh = inhibitors of Mycobacterium tuberculosis BioA enzyme; purified M. tuberculosis BioA enzyme, plate reader; inhibition, % at 9.99 µM; 360,000 tested, 0.096% active; AID 602481; in the data active means inhibition above about 40%
# Starred values were filed as active, the others as inactive; i = inactive; · = not tested or not shown. These rows are one share of the data; the hit share may differ from the screen's.
# Fields – BH1578 lux ind	Mtb FBA inh	Rv3671c protease	MazEF act	SARS 3CLpro inh	SSB-PriA inh	GDH-TPI inh	VHR inh abs	Mtb UGM inh	BioA inh
O=c1c2ccccc2nc(/C=C/c2ccc(O)cc2)n1-c1cccc(O)c1
  -0.6	-2	-11	0	3	-10	14	7	-1.8	·
CCN(C(=O)COC(=O)c1cc(S(=O)(=O)Nc2c(C)n(C)n(-c3ccccc3)c2=O)ccc1Cl)C1CCCCC1
  -0.4	2	-6	-2	4	3	1	-7	-1.9	0.7
CC(=O)N(CC1CCCO1)c1nnc(-c2cnccn2)s1 (configuration not stated)
  0.3	9	8	2	2	-8	20	26	-2.0	-0.2
NS(=O)(=O)c1ccc(CCNC(=O)CCCC2=NS(=O)(=O)c3ccccc3N2)cc1
  -0.2	-2	-1	10	-7	-12	9	14	-0.4	·
CCOc1ccc(-n2nnnc2SCC(=O)Nc2cccc(O)c2)cc1
  -0.4	-2	4	3	-4	-5	5	-8	-1.0	-1.0
COc1ccc2c(c1OC)C(=O)OC2Nc1nc(-c2ccc([N+](=O)[O-])cc2)cs1 (configuration not stated)
  -0.4	0	0	-2	0	6	9	8	1.9	·
O=C(Nc1cnn(Cc2ccccc2)c1)NC12CC3CC(CC(C3)C1)C2
  -2.3	5	-6	-4	3	-5	-3	2	-1.5	0.3
CCC[C@@H](CN1CCC[C@H]1CN1C(N)=NC[C@H]1C(C)C)N1C[C@@H]([C@H](C)CC)N(CCCC2CCCC2)C1=N
  -1.4	3	9	33	·	1	6	·	·	-4.2
CCN(CC)c1nc(OC)nc(-n2nnc(C(C)=O)c2C)n1
  ·	-1	7	9	-2	0	12	19	1.1	30
COCCNC(=O)Cn1c(=O)n(Cc2ccc(C(=O)NCc3ccco3)cc2)c(=O)c2ccccc21
  -0.2	2	-4	6	-1	-1	12	-14	1.2	-1.2
COC(=O)c1cc(C(=O)OCC(=O)NC(=O)c2ccccc2)cc([N+](=O)[O-])c1
  -0.3	0	-1	4	·	-3	0	·	1.7	0.1
COc1ccccc1-c1csc(C(NC(C)=O)c2ccccc2)n1 (configuration not stated)
  -1.7	-1	·	·	·	·	0	·	·	-0.7
O=C(CCNC(=O)Cn1ccc2ccccc2c1=O)NCCc1ccc(Cl)cc1
  -0.3	4	-1	2	-5	0	9	-4	-1.0	-0.3
O=C(c1ccccc1)N1CCN(C(=O)c2ccc(OC(F)(F)F)cc2)CC1
  i	1	1	5	-11	-15	5	0	-0.2	0.3
CN(C)C(CNC(=O)CNC(=O)Cc1cccc2ccccc12)c1ccccc1 (configuration not stated)
  i	2	-5	3	-2	3	2	14	-2.1	-0.7
Cc1cc(NC(=O)c2ccc3c(c2)C(=O)N(CCC(C)C)C3=O)no1
  1.9	3	-7	8	4	-8	-3	4	1.5	-1.0
NCCCn1c(C(=O)c2ccc(Cl)cc2)c2ccc([N+](=O)[O-])cc2[n+]1[O-]
  -0.3	-2	2	8	·	24	6	·	0.1	-0.3
CS(=O)(=O)c1nc(-c2ccccc2)cc(-c2ccccc2)c1C#N
  i	5	-63	9	-9	-9	-3	26	3.7	-2.8
O=C(NNC(=O)C1C2CCCCC21)c1coc(=O)c(Br)c1 (configuration not stated)
  -0.6	54*	13	-7	-1	-1	15	13	-3.5	-0.7
CC(C)c1onc(C(=O)NC(C)c2ccccc2)c1[N+](=O)[O-] (configuration not stated)
  3.6	1	-2	2	-3	-17	-3	-2	2.2	·
O=C(CSc1nc(-c2ccco2)cc(C(F)(F)F)n1)Nc1ccc(C(=O)N2CCCCC2)cc1
  -0.2	1	3	5	-9	-5	5	-20	-2.1	3.8
O=C(Nc1ccc(Cl)cc1)C1C2C=CC3(O2)C1C(=O)N(CCN1CCCCC1)C3C(=O)NC1CCCCC1 (configuration not stated)
  -0.2	-5	-1	11	-3	0	6	30	-0.8	0.4
CC(NCC(O)COCc1cccs1)C1CC2CCC1C2 (configuration not stated)
  i	-3	-1	5	5	-2	-7	25	2.6	-0.2
CCn1c(SCC(=O)Nc2ccc(OC)c(OC)c2)nnc1-c1c[nH]c2ccccc12
  -0.5	-2	-2	4	4	7	-5	7	-1.0	2.8
CCCOc1ccc(Cc2nc(N)nc(N)n2)cc1
  i	2	3	1	2	-10	-4	10	-0.2	-0.2
CCCN(N=Nc1cccc([N+](=O)[O-])c1)c1cccc([N+](=O)[O-])c1
  -2.2	1	-9	3	1	-11	7	27	-0.4	-1.1
O=C(N/C(=C/c1ccccc1F)C(=O)N1CCCCC1)c1ccccc1
  i	-3	-2	6	3	5	-1	1	0.7	0.4
ONC=Nc1cccc2nonc12
  -0.5	7	-2	4	5	2	11	-10	3.1	-11
O=C(NCC(=O)N(Cc1ccco1)C(C(=O)NC1CCCCC1)c1cccnc1)c1cccs1 (configuration not stated)
  i	4	2	-13	3	-7	2	6	-1.0	0.7
CCn1ccc(C(=O)N2CCN(c3ncccn3)CC2)n1
  i	1	2	-6	5	-12	1	6	-0.3	0.5
Nc1ccc(C(=O)Nc2cccc3ncccc23)cc1
  i	0	2	11	0	-13	7	-20	-1.0	1.4
Cc1cccc(C(=O)NNC(=O)c2c(-c3ccccc3Cl)noc2C)c1O
  -0.2	0	4	0	2	-12	0	-4	2.5	1.8
CCN(C(=O)COC(=O)c1ccc2[nH]c3c(c2c1)CCCC3)C1CCS(=O)(=O)C1 (configuration not stated)
  0.1	6	0	5	-3	-11	1	17	1.7	·
Cc1ccc(C(=O)NCCc2nnc3ccc(SCC(=O)Nc4nnc(C)s4)nn23)cc1
  -0.8	8	·	9	·	·	12	·	·	-0.8
COCCCNC(=S)NNC(=O)Cn1nc(C)c(Br)c1C
  1.0	23	-9	6	2	-2	0	32	1.7	-0.6
C#CCOCCOCCOCCNc1nc(N2CCN(C(=O)C(Cc3ccc(O)cc3)n3cc(C(N)CC(C)C)nn3)CC2)nc(N2CCN(C(=O)C(Cc3ccc(O)cc3)n3cc(C(N)C(C)CC)nn3)CC2)n1 (configuration not stated)
  -2.2	3	-1	12	-4	15	13	21	-0.8	-0.1
N#C/C(=C\c1cccn1S(=O)(=O)c1cccc([N+](=O)[O-])c1)S(=O)(=O)c1ccc(F)cc1
  1.0	-1	·	·	·	·	7	·	·	-1.1
O=C(Nc1ccon1)C(Sc1ccccc1)c1ccccc1 (configuration not stated)
  -1.4	4	-2	-3	-4	-7	-3	12	-1.0	-0.9
Cc1ccc2c(C)c(C(=O)Nc3ccc(S(N)(=O)=O)cc3)oc2c1C
  i	2	i	-36	3	-7	18	33	-0.5	-1.3
COc1cc(/C=N/NC(=O)CN2CCCCC2)ccc1OCc1ccccc1
  i	-5	-4	-8	5	·	16	4	0.6	-3.5
COc1cc(CNc2ncc(-c3ccc(Cl)cc3)n2C)cc(OC)c1OC
  -0.3	2	4	-4	-1	-6	17	-4	2.5	0.5
CCn1c(CNC(=O)c2ccc(OC)cc2)nnc1SC
  -0.1	-3	-9	-6	-3	-23	2	-13	3.0	2.0
CSc1cccc(NC(=O)CCC(=O)O)c1
  -1.4	1	6	-10	-3	8	8	-2	7.0	-2.6
O=S(=O)([N-]c1nc2ccccc2nc1-n1cc[n+](Cc2ccccc2)c1)c1ccccc1
  i	18	6	6	-2	-5	1	1	0.6	-1.0
CCCN(CCC)CCCNC(=S)Nc1ccc2nc(N3CCN(C)CC3)cc(C)c2c1
  -0.4	14	6	5	6	-7	32*	9	-0.7	0.2
CSc1ccc(/C=N/N2CCN(C)CC2)cc1
  -0.2	-2	0	0	10	·	1	20	2.4	-0.2
O=C(c1cc(COc2ccc3ncccc3c2)on1)N1CCCC1
  i	6	6	5	-2	-5	8	-15	-0.2	0.7
COc1ccc(OCCCON2C(=O)c3ccccc3C2=O)cc1
  -0.4	-1	6	4	1	-10	8	7	-1.3	-2.1
COc1cc(OC)c(NC(=O)C2CCCN2C(=O)OCc2ccccc2)cc1Cl (configuration not stated)
  -0.4	-3	6	7	2	-4	-11	34	-0.6	-103
O=C(O)CSc1ncnc2nc[nH]c12
  i	0	7	-2	0	-2	-13	39	0.5	-1.7
O=C(COC(=O)c1nc(Cl)ccc1Cl)Nc1ncc(Cl)cc1Cl
  i	-3	-16	1	·	-13	2	·	-1.0	-2.5
CNC(=O)COC(=O)c1cc(NC(=O)c2ccco2)c(OC)c(OC)c1
  14	1	-7	9	-4	3	16	14	0.8	-1.1
Brc1ccccc1OCCCCn1cnc2ccccc21
  -0.1	-2	-17	1	3	-9	-1	30	-1.0	·
COc1ccccc1NS(=O)(=O)c1cc(C(=O)Nc2ccc(S(=O)(=O)Nc3onc(C)c3C)cc2)ccc1C
  i	-2	·	-1	·	9	12	·	·	2.4
O=C(c1cccc(C(F)(F)F)c1)C1CCCN(C(=O)C2CCOCC2)C1 (configuration not stated)
  0.3	1	3	-18	-2	-17	1	-13	-1.0	-0.6
NCc1csc(Nc2nncc3ccccc23)n1
  -7.7	-3	·	·	·	·	15	·	·	0.5
COc1ccc(CNC(=O)Nc2cccs2)cc1OC
  ·	0	-5	-2	0	-1	10	9	7.5	0.4
N/C(=N\OC(=O)CCC1CCCCC1)c1cccc([N+](=O)[O-])c1
  ·	0	-1	-12	-2	·	-4	24	-2.5	-0.4
CN(C#N)c1nc(Cl)nc(Nc2cccc(Cl)c2)n1
  -0.2	-4	-6	2	4	8	13	0	0.5	·
COCn1c(-c2ccc(OC)cc2)nc2ccccc21
  0.8	13	-8	-3	-1	-13	-7	9	0.3	0.3
O=C(Nc1cccc2c1CCCC2)c1ccccc1Br
  i	1	-2	20	-4	0	-2	52*	0.0	-2.1

# Laid out differently: eleven of the compounds above
canonical_smiles	BH1578 lux ind	Mtb FBA inh	Rv3671c protease	MazEF act	SARS 3CLpro inh	SSB-PriA inh	GDH-TPI inh	VHR inh abs	Mtb UGM inh	BioA inh
Nc1ccc(C(=O)Nc2cccc3ncccc23)cc1	i	0	2	11	0	-13	7	-20	-1.0	1.4
Cc1cccc(C(=O)NNC(=O)c2c(-c3ccccc3Cl)noc2C)c1O	-0.2	0	4	0	2	-12	0	-4	2.5	1.8
CCN(C(=O)COC(=O)c1ccc2[nH]c3c(c2c1)CCCC3)C1CCS(=O)(=O)C1 (configuration not stated)	0.1	6	0	5	-3	-11	1	17	1.7	·
Cc1ccc(C(=O)NCCc2nnc3ccc(SCC(=O)Nc4nnc(C)s4)nn23)cc1	-0.8	8	·	9	·	·	12	·	·	-0.8
COCCCNC(=S)NNC(=O)Cn1nc(C)c(Br)c1C	1.0	23	-9	6	2	-2	0	32	1.7	-0.6
C#CCOCCOCCOCCNc1nc(N2CCN(C(=O)C(Cc3ccc(O)cc3)n3cc(C(N)CC(C)C)nn3)CC2)nc(N2CCN(C(=O)C(Cc3ccc(O)cc3)n3cc(C(N)C(C)CC)nn3)CC2)n1 (configuration not stated)	-2.2	3	-1	12	-4	15	13	21	-0.8	-0.1
N#C/C(=C\c1cccn1S(=O)(=O)c1cccc([N+](=O)[O-])c1)S(=O)(=O)c1ccc(F)cc1	1.0	-1	·	·	·	·	7	·	·	-1.1
O=C(Nc1ccon1)C(Sc1ccccc1)c1ccccc1 (configuration not stated)	-1.4	4	-2	-3	-4	-7	-3	12	-1.0	-0.9
Cc1ccc2c(C)c(C(=O)Nc3ccc(S(N)(=O)=O)cc3)oc2c1C	i	2	i	-36	3	-7	18	33	-0.5	-1.3
COc1cc(/C=N/NC(=O)CN2CCCCC2)ccc1OCc1ccccc1	i	-5	-4	-8	5	·	16	4	0.6	-3.5
COc1cc(CNc2ncc(-c3ccc(Cl)cc3)n2C)cc(OC)c1OC	-0.3	2	4	-4	-1	-6	17	-4	2.5	0.5
